hcGAS lum: Primary biochemical luminescence assay for human cyclic GMP-AMP synthase inhibitors. inhibition, % at 12.5 µM. 290,000 tested, 0.081% active. recombinant h-cGAS, ATP depletion, Kinase-Glo luminescence;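 also: 0% = vehicle reaction and 100% = reaction without DNA for no activity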
Target sequence (Q8N884 whole entry, looked up): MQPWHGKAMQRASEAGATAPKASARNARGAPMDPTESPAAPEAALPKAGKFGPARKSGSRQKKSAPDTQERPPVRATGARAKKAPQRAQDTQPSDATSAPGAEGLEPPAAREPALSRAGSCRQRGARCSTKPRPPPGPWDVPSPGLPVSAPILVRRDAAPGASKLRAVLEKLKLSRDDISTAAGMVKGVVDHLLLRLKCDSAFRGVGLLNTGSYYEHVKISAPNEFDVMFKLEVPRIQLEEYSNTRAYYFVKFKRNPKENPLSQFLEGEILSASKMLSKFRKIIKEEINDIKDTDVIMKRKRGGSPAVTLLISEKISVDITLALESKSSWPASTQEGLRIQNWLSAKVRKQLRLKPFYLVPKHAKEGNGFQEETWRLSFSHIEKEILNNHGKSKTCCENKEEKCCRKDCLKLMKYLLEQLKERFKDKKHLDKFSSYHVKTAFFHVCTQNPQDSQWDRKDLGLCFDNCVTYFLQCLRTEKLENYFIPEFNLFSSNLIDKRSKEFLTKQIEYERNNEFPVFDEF
NPYLR7 agonist: agonists of mosquito NPYLR7 receptor, primary screen, cell-based, Aedes aegypti, calcium fluorescence, mosquito biting behavior; HEK293T NPYLR7/Galpha15, GCaMP6s calcium fluorescence; activation, % at 10 µM; 270,000 tested, 0.15% active; in the data active = activation above about 40%;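 also: 0% = vehicle and 100% = reference agonist at the receptor; some compounds past the cut are filed as inactive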
mcGAS lum: cyclic GMP-AMP synthase inhibitors, mouse, primary biochemical chemiluminescence; Q8C6L5; recombinant cGAS, Kinase-Glo ATP depletion luminescence; inhibition, % at 12.5 µM; 160,000 tested, 0.15% active; AID 1259399, 2018;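 also: 0% = negative control wells and 100% = reference inhibitor with no enzyme activity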
* hit, by the source's call; nt = no result given; & = joins results of further samples. Rule as the data show it, unless noted: active = inhibition above about 40%; inactive = the rest.

SMILES	hcGAS lum	NPYLR7 agonist	mcGAS lum
COc1cccc(C2=NN(C(=O)CN3CCOCC3)C(c3ccccc3F)C2)c1 (centres undefined)	-5	-1	-5
CN1N=C(C(=O)NCc2ccc(Cl)cc2Cl)CCC1=O	-16	-1	-9
Cn1nnc2c(=O)n(CC(=O)N3CCCC3)cnc21	-6	1	nt
COc1ccc(CC(=O)NNC(=O)C(C)(C)c2ccccc2)cc1	1	2	nt
Cc1sc(NC(=O)c2cccnc2)nc1-c1ccc(OC(F)F)cc1	-6	1	nt
COC(=O)CSc1nnc(-c2ccc(Br)cc2)o1	-8	2	nt
CC(=O)n1cc(/C=C2/C(=O)NC(=S)N(c3cccc4ccccc34)C2=O)c2ccccc21	8	-3	10
Cc1c(C)c(C)c(S(=O)(=O)NC2CCN(CC(F)(F)F)C2)c(C)c1C (centres undefined)	-6	4	-13
O=C(CCn1ccc2ccccc21)N1CCN(S(=O)(=O)c2cccc(F)c2)CC1	-7	1	-8
O=C(NCCc1ccccc1Br)c1ccn[nH]1	-8	13	nt
O=C(NCc1ccccc1Cl)c1ccc(Cl)cc1N1CCCC1=O	-5	3	nt
COc1ccc(/C=C2N=C(/C=C/c3ccc(Cl)cc3)OC/2=O)cc1OC	4	-9	2
O=C(CN1CCN(c2ccccc2F)CC1)N1N=C(c2ccccc2)CC1c1ccc2c(c1)OCO2 (centres undefined)	-1	-1	-5
CC1CN(c2cc(Oc3ccc(F)c(Cl)c3)ncn2)CCN1C(=O)c1ccc(C(F)(F)F)cc1 (centres undefined)	-10	10	-5
Cc1cccc(CS(=O)(=O)NCCCN2CCN(c3ccccc3)CC2)c1	6	-10	nt
Cc1ccccc1-n1c(SCCCC(=O)N2CCN(C(=O)c3cccc(F)c3)C(C)C2)nnc1-c1ccccc1 (centres undefined)	6	-4	1
CCc1noc(C(C)N2CCN(c3ncnc4c3cnn4C)CC2)n1 (centres undefined)	-7	5	nt
COCCNC(=O)Cn1nc(C(C)C)c2cnn(-c3ccccc3)c2c1=O	-4	0	nt
CC1Oc2c(cccc2C(=O)N2CCOC(c3ccc(Br)cc3)C2)NC1=O (centres undefined)	-10	4	nt
Cc1nc2c(-c3ccccc3)cnn2c(Nc2ccccc2)c1C	1	0	0
CC1CN(CC(=O)Nc2ccc(F)c(F)c2)CCO1 (centres undefined)	-5	2	-9
CCOC(=O)c1cc(-c2ccccc2C)n(-c2ccc(C(=O)NCc3ccncc3)cc2)n1	-5	3	-6
Cn1cccc1-c1nnc(SCCC2CCCCC2)o1	0	-6	-6
Cc1noc2c1C(c1ccsc1)C(C#N)C(N)=N2 (centres undefined)	-14	4	nt
CC(=O)c1ccc2c(c1)N(Cc1c(C)noc1C)C(=O)C(C)S2 (centres undefined)	2	-2	nt
CCN(CC)c1ccc(CN(C(=O)Nc2ccccc2OC)C2CC2)c(OS(=O)(=O)CC)c1	-12	15	-7
O=C(CSc1ccc2nnc(-c3cccs3)n2n1)Nc1nccs1	-9	-2	-6
CCOc1ccc(-n2c(=O)[nH]c3c(C(N)=O)nc(-c4cccc(OCC)c4O)nc32)cc1	-1	22	-5
CC(C)COCC(O)CN(Cc1cccc(C(F)(F)F)c1)CC1CC(c2ccc3c(c2)OCO3)=NO1 (centres undefined)	-1	-3	0
COc1cc(NC(=O)c2c(C)noc2C)c(OC)cc1Cl	5	1	-2
COCCN(CC1CCN(Cc2ccccc2F)CC1)C(=O)c1ccc2c(c1)OCCO2	-4	-6	-8
CSc1nnc2c(n1)OC(c1cccc(Br)c1)Nc1ccccc1-2 (centres undefined)	-7	0	-3
NC(=S)NCc1ccco1	2	0	0
COc1ccc(CN(CCc2c[nH]c3ccccc23)C(=O)CN(C(=O)c2cccc(Br)c2)C(C)C)cc1	-3	25	-4
CN(c1ccc(F)c(F)c1)S(=O)(=O)c1ccc2nc[nH]c(=O)c2c1	-1	2	nt
COc1ccc(C(=O)N2C[C@@H](O)[C@H](NCCCc3ccccc3)C2)cc1	-7	-1	nt
O=C(CCc1nc2ccccc2s1)N1CCc2c([nH]c3ccccc23)C1c1ccccn1 (centres undefined)	2&0	0&-2	-2&0
COc1cc(Cl)c(C)cc1-n1ccnc(NCCc2ccccc2)c1=O	2	-5	0
CC(C)(C)c1cc2nc(C(F)(F)F)cc(N3CCN(Cc4cc(=O)[nH]c(C5CC5)n4)CC3)n2n1	-1	-4	-2
O=C(N/N=C\c1ccc([N+](=O)[O-])o1)c1ccc(O)cc1	6&0	-4&-3	nt
O=C(NCC(F)(F)C(F)(F)F)c1ccc(-c2cccc(C(F)(F)F)c2)s1	-11	3	-8
COc1ccc(CC2(CCC(=O)N(C)C(C)c3ccon3)CCC(=O)N2)c2ccccc12 (centres undefined)	-7	8	-12
COCCNC(=O)c1c(C)c(S(=O)(=O)N2CCC(C)CC2)c(C)n1C	-15	nt	-7
O=C1CC(C(=O)CBr)C2(CCCCC2)O1 (centres undefined)	-2	-2	nt
CCN(CC1CCCN(CCc2cccc(OC)c2)C1)C(=O)CSc1ccncc1 (centres undefined)	-4	1	-4
Cc1ccc(CN2C(=O)C(C)Oc3cccnc32)cc1 (centres undefined)	-2	6	-5
CCn1nc(C)c(CNCc2c(C(=O)N3CCCCCC3)nc3cc(C)ccn23)c1C	-3	13	-5
Cc1ccc(Cc2nsc(N3CCCN(C(=O)C(C)(C)CCl)CC3)n2)cc1	-11	14	-5
O=C1NC(Cc2ccccc2)(C2CCNCC2)C(=O)N1Cc1ccncc1 (centres undefined)	-2	13	nt
O=C(CN1CCC[C@H]1CN1CCCC1)NCCc1ccc(F)cc1	-8	21	-8
(more compounds)
SMILES	hcGAS lum	NPYLR7 agonist	mcGAS lum
NC(=O)c1ccccc1NC(=O)c1ccc(COc2ccc3c(c2)CCC3)o1	2	1	nt
O=C(Nc1cccc(Cl)c1)N1CCSC1c1ccc(Cl)cc1Cl (centres undefined)	-1	18	-4
CCN1C(=O)NC(c2ccc(Cl)cc2Cl)C2=C1CN(CC(=O)O)C2=O (centres undefined)	5	-11	nt
Cc1ccc(C2c3sc4ccccc4c3OC(=N)C2C#N)o1 (centres undefined)	0	8	2
O=C(COc1cccc(Oc2ccccn2)c1)Nc1ccc(Cl)cn1	-6	16	-16
CCc1nc(-c2ccccc2)nc(N2CCN(C(=O)c3cccs3)CC2)c1Cc1ccccc1F	0	3	-2
O=C1OC(c2ccccc2)=NC1=C1C=C(c2ccccc2)OC(c2ccccc2)=C1	-2&3	4&-12	-4&3
CCCn1c(SCc2nc(-c3cccs3)no2)n[nH]c1=O	-5	6	nt
CC1=C(C(=O)N2CCCC(C(=O)c3ccc(-c4ccccc4)cc3)C2)OCCO1 (centres undefined)	-10&-5	15&-3	-5
C/C(=N/Nc1nc(-c2ccc(F)cc2)cs1)c1nonc1C	-4	3	nt
COC(=O)c1cc(OC)c(OC)c(OC)c1-n1c(C)cc(C(N)=O)c1C	-7	11	nt
Cn1nnc2c(=O)n(CC(=O)NCc3ccccc3)cnc21	-5	1	nt
CCc1ccc2oc(Br)c(CC(=O)Nc3cccnc3)c2c1	-1	-5	-5
O=c1[nH]c(CSc2nnc(C3CC3)n2C2CC2)nc2ccccc12	-7	3	nt
CCCc1n(CC(=O)C(C)(C)C)c2ccccc2[n+]1C	-7	2	nt
COc1ccccc1-c1cc(C(=O)N(CCN(C)C)Cc2ccccc2)n2nc(-c3ccc(Cl)cc3)cc2n1	-4	4	-6
CCN1CCN(c2cc(C)nc3c(-c4ccccc4Cl)c(C(F)(F)F)nn23)CC1	-2	1	-7
CCC(NC(=O)CNC(=O)Nc1ccccc1)c1ccc(Br)cc1 (centres undefined)	2	-1	nt
COc1ccccc1-n1ncc2c(C(C)C)nnc(SCC(=O)NCC3CCCO3)c21 (centres undefined)	-10	-10	-15
Cc1c(C(=O)NN=Cc2ccc(-c3ccc(Cl)cc3Cl)o2)sc(N)c1C#N	-5	6	-4
C[n+]1cccc(C(=O)O)c1	-9&-1	0&-7	nt
CCOC(=O)c1c(C)nn(-c2ccc(C(=O)NCCCN(C)c3ccccc3)cc2)c1C	-3	-3	-6
O=C(CN1CN(c2ccccc2)C2(CCN(C(=O)c3ccccc3Br)CC2)C1=O)N1CCCC1	-6	17	-5
COc1cccc(CNC(=O)c2oc3ccccc3c2CS(C)=O)c1 (centres undefined)	-8	7	nt
C=CC#CC(C)(C)c1ccc(OC(C)=O)c(C)c1	-4	1	-7
CCOC(=O)c1cnc2c(cnn2CC)c1NN=C(C)C	0	-4	-2
O=[N+]([O-])c1cccc(S(=O)(=O)Nc2nc3ccccc3nc2-n2ccnc2)c1	7	6	nt
CN1CCCC(CSc2ncnc3ccsc23)C1 (centres undefined)	-5	-8	nt
CC(NC(=O)C1=NC=CN2CCS(=O)(=O)N=C12)c1cccc(C(F)(F)F)c1 (centres undefined)	-3	9	nt
CCCCCc1ccc(C(=O)Nc2nnc(SCC(=O)c3cccc(OC)c3)s2)cc1	-5	4	-3
CC(=O)c1ccc(S(=O)(=O)NCCOc2ccc3nnc(C)n3n2)cc1	-4	1	-8
N#Cc1ccc(CCC(=O)NCc2cccc(F)c2)cc1	2	2	nt
Cc1ccc(S(=O)(=O)NNC(=O)c2ccc(OC(C)C)cc2)s1	2	1	-13
CC(=O)Cn1c(=O)c2c(nc3n(-c4cc(C)cc(C)c4)c(C)c(C)n23)n(C)c1=O	-7	0	nt
CCOc1ccc(NC(=O)NCCN2CCOCC2)cc1	-4	5	-6
CCOCc1cc(CN2CCCC(CO)(Cc3ccccc3)C2)ccc1OC (centres undefined)	-5	5	nt
COC(=O)c1cc(O)c(C(=O)Nc2ccc(Cl)cc2Cl)s1	9	5	nt
CCCCN(C(=O)CCNC(C)=O)C1CCCCCC1	-4	-5	-13
COCCN(Cc1csc(COc2ccccc2C(C)C)n1)C(=O)c1cccs1	1	-2	-1
Cc1cc(C)c(C(O)c2ncc(-c3ccccc3C)[nH]2)c(C)c1 (centres undefined)	-12	1	nt
COc1ccc(NC(=O)C(C)CS(=O)(=O)c2ccc(Br)cc2)cc1F (centres undefined)	-10	3	nt
C#CCN1CCN(C(=O)CN2CCCN(C(=O)c3ccsc3)CC2)CC1	-6	11	nt
CCOc1ccc(-c2ccc3nnc(SCC(=O)NCC4CCCO4)n3n2)cc1 (centres undefined)	-7	-11	-7
COc1ccccc1N1CCN(CCCCNS(=O)(=O)c2cccc3c(N(C)C)cccc23)CC1	6	-2	0
CCSc1ccccc1C(=O)Nn1cnc2c(cnn2-c2ccc(C)c(C)c2)c1=O	-9	2	nt
COC(=O)c1onc(C(=O)c2ccccc2)c1C(=O)OC	3	2	nt
O=C(Nc1nc2cc(F)c(F)cc2s1)C1CC(=O)N(C2CCCC2)C1 (centres undefined)	7	-6	nt
CC(=O)N[C@@H](CC(C)C)C(=O)N1CCc2c(cnc(C)c2CNC(=O)/C=C/c2cccs2)C1	-8	18	-11
CN(Cc1cc(C2CC2)n[nH]1)C(=O)CC12CC3CC(CC(C3)C1)C2	-6	40	nt
CCOc1cc2c(cc1C=Cc1noc(C)c1[N+](=O)[O-])OC(C)C2 (centres undefined)	3	-1	nt
(more compounds)
SMILES	hcGAS lum	NPYLR7 agonist	mcGAS lum
O=C(NCc1cccnc1Oc1ccc(F)cc1F)[C@@H]1C[C@@H](O)CN1	-4	7	nt
CC1(C(=O)NC2CCN(Cc3ccccc3)CC2)CCN1Cc1ccc(-n2ccnc2)cc1 (centres undefined)	-6	4	nt
Cc1cc(C)n2c(CN)nnc2n1	-10	0	nt
CCCCS(=O)(=O)N1CCN(C(=O)CCN2CCc3sccc3C2c2cccc(F)c2)CC1 (centres undefined)	0	17	-3
CCCN(Cc1ccc(C)cc1)C(=O)Cn1c(C(F)(F)F)ccc(C(N)=O)c1=O	-5	12	nt
CC(=O)c1sc(=Nc2ccccc2)n(CCCO)c1C	-4	4	-6
COc1cc(O)ccc1-c1nccn1CC[C@@H]1C[C@@H]2C=C[C@H]1C2	-6	-3	-11
CC(=O)c1cc(C(=O)NCc2ccc(F)c(C)c2)n(C)c1	-3	4	nt
CCOc1ccc2nc(N(CCN3CCOCC3)C(=O)c3cc(C)no3)sc2c1	5	-1	nt

Screens: PubChem, Fisher Drug Discovery Resource Center
